SRC3 TRFRET art: TR-FRET detection interference compounds, artefact control for PPARgamma SRC-3 recruitment agonists, biochemical, TR-FRET ratio. hit rate 0.39% among 99,000. TR-FRET artefact counter-screen, PPARgamma/SRC-3 format; stronger effect = higher value. TR-FRET ratio at 8 µM. AID 1048, 2008; in the data active = TR-FRET ratio above about 2000; also: inactives centre near 1600
SRC1 TRFRET art: TR-FRET detection interference compounds, primary screen, artefact control for PPARgamma SRC-1 recruitment agonists, biochemical, TR-FRET emission ratio | hit rate 0.34% among 99,000 | TR-FRET ratio at 8 µM | TR-FRET detection artefact counter-screen; stronger effect = higher value; in the data active = TR-FRET ratio above about 2300; also: inactives centre near 1800
* hit, by the source's call. Only part of the results is shown (hit frequency here may not be typical).

Order of results – SRC3 TRFRET art, SRC1 TRFRET art
COc1ccc(Nc2c3c(nc4c(-c5ccccc5)c(C)nn24)CCC3)cc1
→ 1616, 1853
COC(=O)C1C(c2ccc(OC)cc2)C(C(=O)OC)S(=O)(=O)C(CCN2CCCCC2)S1(=O)=O (stereo not drawn)
→ 1565, 1794
O=C(NCc1cccnc1)c1ccc(COc2ccc(Cl)cc2Cl)o1
→ 1765, 1666
O=C1Cc2ccccc2C(=O)N1OCc1ccc(Cl)cc1Cl
→ 1593, 1996
Cc1nn(C2CCS(=O)(=O)C2)c(C)c1C=O (stereo not drawn)
→ 1719, 1722
Cc1nn(CCOc2ccc(Br)cc2)c(C)c1[N+](=O)[O-]
→ 1501, 1647
O=C(O)C1C2C=CC(O2)C1C(=O)NCCc1cccc(Cl)c1 (stereo not drawn)
→ 1568, 1807
CC(=O)Nc1ccc(NC(=O)CCNS(=O)(=O)c2cccc3nsnc23)cc1
→ 1624, 1977
CCc1cc(/C(Cc2ccccn2)=N\Nc2ccccc2)c(O)cc1O
→ 1544, 1927
O=C(CCc1nnc(C2CCCCC2)o1)NCCCOc1cccnc1
→ 1550, 1761

Random excerpt: 3 compounds from above, in no set order.
Order of results – SRC3 TRFRET art, SRC1 TRFRET art
CC(=O)Nc1ccc(NC(=O)CCNS(=O)(=O)c2cccc3nsnc23)cc1
→ 1624, 1977
COc1ccc(Nc2c3c(nc4c(-c5ccccc5)c(C)nn24)CCC3)cc1
→ 1616, 1853
O=C1Cc2ccccc2C(=O)N1OCc1ccc(Cl)cc1Cl
→ 1593, 1996

The results go on.
Order of results – SRC3 TRFRET art, SRC1 TRFRET art
O=C(N/N=C/c1cccc([N+](=O)[O-])c1)c1cccc(Br)c1
→ 1578, 1883
COc1ccc(-c2ccnc(-c3ccc(O)cc3)n2)cc1
→ 1395, 1728
COCCCNC(=O)CCCn1c(=O)c2ccccc2n(Cc2cccc([N+](=O)[O-])c2)c1=O
→ 1606, 1796
CCCn1c(=O)c2c(nc3n2CCN3Cc2ccco2)n(C)c1=O
→ 1721, 1918
S=C(Nc1ccccn1)NC1CCCC1
→ 1644, 1680
CCN(CC)C(=O)CCSc1nnc(-c2ccco2)o1
→ 1444, 1939
O=C1NC(c2ccccc2)=N/C1=C/c1ccco1
→ 1721, 2043
Cc1nnc(SCc2cc(=O)[nH]c(N3CCN(C)CC3)n2)s1
→ 1788, 1972
CN=c1sc(C(=O)Nc2ccccc2)c(C)n1C
→ 1520, 1815
Cc1ccc2nc(/N=C(\N)NC(=O)N3c4ccccc4Sc4ccccc43)nc(C)c2c1
→ 1598, 1401
Nc1ccccc1C(=O)N1CCCC1
→ 1611, 1848
Cc1ccc2nsnc2c1NC(=O)c1cccc([N+](=O)[O-])c1
→ 1543, 1602
COc1nc(SC)nc(Cl)c1Cc1ccc(OC(C)C)cc1
→ 1408, 1573
O=C(N/N=C/c1ccccc1O)/C(=C/c1ccccc1)CCO
→ 1579, 1946
CCc1ccc(OCc2cnc(Cl)s2)cc1
→ 1538, 1777
COc1ccc(C(=O)N(NC(=O)Oc2ccccc2)C(C)(C)C)cc1
→ 1718, 1694
CC1CCCN(C(=O)c2ccc3c(=O)n(C4CCCC4)c(=S)[nH]c3c2)C1 (stereo not drawn)
→ 1546, 1591
COc1cccc(CN2CCNC(=O)C2CC(=O)NCc2cn3cccc(C)c3n2)c1OC (stereo not drawn)
→ 1675, 1766
O=C(NCC(=O)N(CCN1CCOCC1)C(C(=O)NC1CCCC1)c1ccccc1)c1cccs1 (stereo not drawn)
→ 1537, 1723
CCOc1ccc(Nc2ncnc3ccc([N+](=O)[O-])cc23)cc1
→ 1497, 1830
O=C(Nc1cccc(S(=O)(=O)N2CCCC2)c1)c1cc(-c2ccccn2)nc2ccccc12
→ 1650, 2063
O=C(O)c1oc2ccccc2c1CSCc1ccccc1
→ 1430, 1705
COc1cc(C(=O)NC(=S)Nc2ccccc2[N+](=O)[O-])cc(OC)c1OC
→ 1672, 1935
COc1ccc(CCNC(=O)CSc2nc(C)cs2)cc1
→ 1525, 1810
O=C(Nc1nnc(-c2cccnc2)o1)c1ccccc1Cl
→ 1457, 1842
CC1(C)CC2CC(C)(CN2C(=O)c2ccccc2)C1 (stereo not drawn)
→ 1567, 1966
O=C(O)c1ccc2c(c1)CCC2
→ 1615, 1709
COCC(=O)Nc1cc(C(=O)OC)cc(C(=O)OC)c1
→ 1652, 1806
COC(=O)Cc1ccc(NC(=S)N2CCCCC2C)cc1 (stereo not drawn)
→ 1535, 2017
Cc1ccc(-c2nn(-c3ccccn3)c(=O)c3ccccc23)cc1
→ 1611, 1879
COC(=O)c1cc(COc2ccc3c4c(c(=O)oc3c2)CCCC4)c(C)o1
→ 1493, 1852
COc1ccc(-c2ccnc(SCC(=O)c3ccc(Br)cc3)n2)cc1
→ 1718, 2008
COc1ccc(Nc2nc(-c3cccc([N+](=O)[O-])c3)nc3ccccc23)cc1
→ 1464, 1938
O=C(Cn1nnc2ccccc21)NNC(=S)NC1CCCCC1
→ 1521, 1694
CC(=O)OC1CC(C)(C)N(OC(=O)CCCN2C(=O)c3ccccc3C2=O)C(C)(C)C1
→ 1351, 1820
CC(=O)Nc1ccc(NC(=O)C(C)OC(=O)c2ccccc2C(=O)c2ccc(Cl)c([N+](=O)[O-])c2)cc1 (stereo not drawn)
→ 1681, 1641
CCc1nc(SCC(=O)N2CCN(c3ccccc3)CC2)c2c(=O)n(C)c(=O)n(C)c2n1
→ 1440, 1786
COc1cc(NC(=S)NCCc2ccc(S(N)(=O)=O)cc2)c(OC)cc1Cl
→ 1619, 1916
CCOC(=O)N1CCN(C(=O)c2ccc(SC)cc2OC)CC1
→ 1373, 1597
CC(=O)c1c(C)nc2sc3c(=N)n(N)cnc3c2c1-c1ccc(Cl)cc1
→ 1397, 1740
O=C(CCl)Nc1ccccc1C(=O)NCc1ccccc1
→ 1526, 1810
O=c1c2ccccc2nc2c3ccccc3cnn12
→ 1493, 1386
O=C1CCCC2=C1C(c1ccc(O)c(O)c1)Nc1ccc3ncccc3c12 (stereo not drawn)
→ 1662, 1860
O=C(/C=C/c1ccccc1)N1CCC(N2CCC(C(=O)N3CCOCC3)CC2)CC1
→ 1600, 1822
COc1ccc(-c2nc(CCl)cs2)cc1OC
→ 1645, 1910
O=C(NC1CCCCCC1)c1c(F)c(F)c(F)c(F)c1F
→ 1493, 1791
Nn1cnc2c(c1=O)C1(CCCCC1)Cc1ccccc1-2
→ 1543, 1889
O=C(Nc1nnc(-c2ccco2)o1)c1cccc(N2C(=O)CCC2=O)c1
→ 1571, 1826
O=C1C2CC=C(Cl)CC2C(=O)N1CCC[n+]1cccc2ccccc21 (stereo not drawn)
→ 1657, 1639
O=[N+]([O-])c1cc(S(=O)(=O)N2CCCC2)ccc1N/N=C/c1ccncc1
→ 1605, 1938

(next part)
Order of results – SRC3 TRFRET art, SRC1 TRFRET art
Cc1cc(F)ccc1S(=O)(=O)Nc1ccccc1C(=O)NCc1ccccn1
→ 1386, 1837
CN1CCN(c2ccc([N+](=O)[O-])cc2C(=O)c2ccccc2)CC1
→ 1434, 1917
O=C(N/N=C/c1ccc([N+](=O)[O-])s1)c1ccccc1
→ 1898, 1944
CC(=O)NC(NC(=S)Nc1ccccc1Br)C(Cl)(Cl)Cl (stereo not drawn)
→ 1479, 1750
C/C(=N\NC(=O)c1ccncc1)c1cc2ccccc2oc1=O
→ 1558, 1853
S=c1[nH]nc(-c2cccc(Cl)c2)n1CCN1CCCCC1
→ 1568, 1903
CCOC(=O)N/N=C(\C)c1ccccc1OC(F)F
→ 1477, 1875
C=CC(C)Sc1nc2c(c(=O)n(C)c(=O)n2C)n1Cc1ccccc1Cl (stereo not drawn)
→ 1747, 1949
COc1ccc(S(=O)(=O)Nc2ccc(O)c(Sc3nc4ccccc4s3)c2)cc1
→ 1544, 1612
O=C(O)C1CCCN(S(=O)(=O)c2ccc(Br)s2)C1 (stereo not drawn)
→ 1427, 1668

Reprinted from the part before: three entries, followed by the next part.
Order of results – SRC3 TRFRET art, SRC1 TRFRET art
C=CC(C)Sc1nc2c(c(=O)n(C)c(=O)n2C)n1Cc1ccccc1Cl (stereo not drawn)
→ 1747, 1949
COc1ccc(S(=O)(=O)Nc2ccc(O)c(Sc3nc4ccccc4s3)c2)cc1
→ 1544, 1612
O=C(O)C1CCCN(S(=O)(=O)c2ccc(Br)s2)C1 (stereo not drawn)
→ 1427, 1668
O=C(NCc1ccccc1)C1=C[C@@H](C2CC2)C[C@@H](OCc2ccc(CO)cc2)O1
→ 1618, 1648
COc1ccc(NC(=S)N2CCN(C(=O)c3ccco3)CC2)c(OC)c1
→ 1819, 1805
O=C(/C=C/c1cccc([N+](=O)[O-])c1)Nc1cccc(NC(=O)c2ccco2)c1
→ 1601, 1825
COCCN(CCOC)C(=S)Nc1cc(S(=O)(=O)N(C)C)ccc1C
→ 1495, 1814
O=Cc1nc(-c2ccc(Cl)cc2)n2ccccc12
→ 1616, 1602
C1=C(CCNc2ncnc3nc[nH]c23)CCCC1
→ 1716, 1891
O=C(/C=C/c1ccc(S(=O)(=O)NCc2ccco2)cc1)NCc1cccc(Cl)c1
→ 1661, 1659
CCNC(=O)CN1C(=O)NC(Cc2ccccc2)(Cc2ccccc2)C1=O
→ 1659, 1978
COc1ccc(CCC(=O)Nc2cc([N+](=O)[O-])ccc2OC)cc1
→ 1402, 1994
CC(=O)c1c(C(C)=O)c(C)n(-c2cccc3cccnc23)c1C
→ 1617, 1681
O=C1NC2(CCC3(CC2)OCCO3)NN1c1ccccc1
→ 1528, 1753
N#C/C(=C(/O)COC(=O)COc1ccc(Cl)cc1)c1nc2ccccc2[nH]1
→ 1382, 1837
Cc1c(C(=O)NN)sc(-c2ccccc2)c1C#N
→ 1705, 1925
CCOc1ncccc1C(=O)OCC(=O)Nc1cc(S(=O)(=O)N2CCOCC2)ccc1C
→ 1788, 1832
COc1ccc(CCNC(=O)Nc2cccc([N+](=O)[O-])c2)cc1
→ 1492, 1826
O=C1/C(=C/c2ccccc2)N=C(N2CCOCC2)N1c1cccc(Cl)c1
→ 1595, 2065
Cc1ccc(S(=O)(=O)N2CCC(C)CC2)c([N+](=O)[O-])c1
→ 1536, 1865
COc1ccc(-n2nc(C(=O)N3CCN(c4ccc(F)cc4)CC3)c3ccccc3c2=O)c(OC)c1
→ 1622, 1666
Cc1ccc(OCC(=O)c2c[nH]c3ccccc23)c([N+](=O)[O-])n1
→ 1614, 1959
COc1ccc(NS(=O)(=O)c2cc(NC(=O)Cn3cnc4c3c(=O)n(C)c(=O)n4C)ccc2C)cc1
→ 1613, 1839
COc1ccc2[nH]c(C)c(CCNC(=S)Nc3cc(C)ccc3C)c2c1
→ 1593, 1645
Cc1cnc(CN2CCCC(C(=O)c3ccc4c5c(cccc35)CC4)C2)[nH]1 (stereo not drawn)
→ 1572, 1835
C[C@]1(C(=O)NCCCNc2ncc(C(F)(F)F)cc2Cl)C=C[C@@H](Cc2ccccc2)N1C(=O)c1ccccc1
→ 1485, 1756
O=C(CSc1nc2c(sc3ccccc32)c(=O)n1CCCN1CCCC1)NCc1ccccc1
→ 1612, 1902
O=C(Nc1ccc2c(c1)OCO2)C1CC(=O)N(c2ccc3c(c2)OCCO3)C1 (stereo not drawn)
→ 1502, 1844
COCCNC(=S)N1CCN(Cc2cccc(OC)c2)CC1
→ 1459, 1836
Cc1onc(C(=O)N2C(C)CCCC2C)c1[N+](=O)[O-] (stereo not drawn)
→ 1418, 2049
O=C(O)CSc1nc(-c2ccc(Cl)cc2)nc2c1oc1ccccc12
→ 1648, 1883
CCc1ccc(-c2csc(NC(=O)C3=NN(c4ccccc4)C(=O)CC3)n2)cc1
→ 1530, 1748
CCCOc1ccc(C(=O)C(CN2CCCC2)c2ccccc2)cc1 (stereo not drawn)
→ 1750, 1758
Cc1ccc(-n2[nH]c(C)c(C=Nc3ccc(S(=O)(=O)Nc4nc(C)cc(C)n4)cc3)c2=O)c(C)c1
→ 1593, 1779
CCCN(CCC)C(=O)CSc1ncccc1C(=O)O
→ 1625, 1596
CC(=O)c1c(N2CCN(c3ccc(F)cc3)CC2)nc(=S)n(-c2ccccc2)c1C
→ 1516, 1842
O=C(Nc1ccccc1F)C1CCCN(S(=O)(=O)c2ccccc2)C1 (stereo not drawn)
→ 1547, 1736
CN(CC(=O)Nc1cc([N+](=O)[O-])ccc1Cl)Cc1ccc(Br)cc1
→ 1579, 1758
CCOC(=O)c1cc(NC(=O)c2ccccc2)c(=O)oc1C(F)(F)F
→ 1753, 1897
COc1ccc(CN2CCCC(C(=O)c3ccc(Cl)cc3)C2)cc1Cn1cccn1 (stereo not drawn)
→ 1413, 1542
O=C1C2CC=CCC2C(=O)N1CC(=O)N(Cc1ccccc1)C1CCS(=O)(=O)C1 (stereo not drawn)
→ 1508, 1790
O=C(CSC(=S)N1CCSCC1)c1ccc(Cl)cc1
→ 1733, 1567
COC(=O)C1=CC(C(=O)c2cccs2)=NN(c2ccc(OC)cc2)C1C(=O)OC (stereo not drawn)
→ 1543, 1743
O=c1[nH]c(-c2ccccn2)nc(C(F)(F)F)c1Br
→ 1677, 1901
C=C(C)CN=C1NN=C(c2cc(C)n(-c3ccc(C)cc3)c2C)CS1
→ 1596, 1751

Some of the entries above in a different format.
SMILES | SRC3 TRFRET art | SRC1 TRFRET art
O=C(Nc1ccccc1F)C1CCCN(S(=O)(=O)c2ccccc2)C1 (stereo not drawn) | 1547 | 1736
CN(CC(=O)Nc1cc([N+](=O)[O-])ccc1Cl)Cc1ccc(Br)cc1 | 1579 | 1758
CCOC(=O)c1cc(NC(=O)c2ccccc2)c(=O)oc1C(F)(F)F | 1753 | 1897
